Eya2 inh = qHTS Assay for Inhibitors of the Phosphatase Activity of Eya2; Protein phosphatase EYA2 (Homo sapiens), O00167; recombinant Eya2, OMFP fluorescence dephosphorylation (OMFP is methylfluorescein phosphate); Potency, µM (doses to about 76.9 µM), for inactives: at the top dose activity, negative = inhibition, hits mostly inhibitors; 0.006% of 330,000 active; AID 488837, 2010; further: potency means the concentration at half of the fitted maximal effect; on the % scale 0 is the no-effect control and ±100 the full control effect
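Eya2 protein (added as 0.2 uM solution) was preincubated with compound for 10 min at ambient temperature in 50 mM HEPES pH 7.5, 50 mM NaCl, 5 uM MgCl2, 0.05% BSA, 1 mM DTT. OMFP (added at 50 uM) then reacted 10 min; fluorescence read at 485/525 nm.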
GALK inhibitor = qHTS Assay for Inhibitors of Human Galactokinase (GALK) | P51570 | Purified GALK, Kinase-Glo residual ATP luminescence | Potency, µM (titrated, usually from 57.5 µM), without a hit: at the top dose activity change, negative = inhibition, usual class: inhibitors | 0.007% of 270,000 active; further: potency means the concentration at half of the fitted maximal effect; on the % scale 0 is the no-effect control and ±100 the full control effect
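The enzyme phosphorylates galactose (100 uM) using ATP (35 uM); inhibition is detected as higher residual ATP, quantified by bioluminescence after 1 h reaction at room temperature, pH 8.0.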
hERG WT inh = qHTS for Inhibitors of KCHN2 3.1: Wildtype qHTS; Voltage-gated inwardly rectifying potassium channel KCNH2 (Homo sapiens), Q12809; U2OS, BacMam KCNH2, thallium flux FluxOr; hits give low values; activity change, % at 1.84 µM; 0.37% of 340,000 active; AID 720551, 2013;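 active means maximum activity change below -70%; inconclusive means maximum activity change between -70% and -50%; inactive means maximum activity change above -50%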; further: on the % scale 0 is the no-effect control and ±100 the full control effect
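U2OS cells were transduced with wild-type KCNH2 virus (2.03 x 10^8 / mL) for 4 h at room temperature, then cultured overnight at 37 C. Thallium flux was read with FluxOr dye. Rate constants were normalized to DMSO controls.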
ASM inhibitor = Inhibitors of Secretory Acid Sphingomyelinase (S-ASM): qHTS; Sphingomyelin phosphodiesterase (Homo sapiens), P17405; placental ASM, HMU-PC fluorogenic substrate, 60 min; Potency, µM (series often up to 57.5 µM), for inactives: top-dose activity change, negative = inhibition, usual class: inhibitors; 0.006% of 340,000 active; AID 504937, 2011; further: potency means the concentration at half of the fitted maximal effect
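Fluorogenic HMU-PC substrate (9 uM final) is turned over by placental ASM in 60 min at 37 C after a 10 min compound preincubation. Reaction ended by alkaline stop (pH 10), with fluorescence read at 386/447 nm.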
USP2a block = qHTS Assay for Inhibitors of Ubiquitin-specific Protease USP2a Using CHOP2 as the Reporter; Ubiquitin carboxyl-terminal hydrolase 2 (Homo sapiens), O75604; USP2 core, Ub-CHOP2 coupled fluorogenic reporter, 485/531; AID 463254, 2010; Potency, µM (series often up to 38.3 µM), for inactives: at the highest dose activity change, negative = inhibition, most hits filed as inhibitors; 0.01% of 330,000 active;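 further: potency means the concentration at half of the fitted maximal effect; plate controls were DMSO wells for no effect and full inhibition by NEM control for full effect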
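Deubiquitinase activity read as fluorescence (485/531 nm) after Ub-CHOP2 cleavage activates the enterokinase reporter on its substrate; USP2 core 10nM, Ub-CHOP2 and substrate 25nM each, 30min compound preincubation then 60min RT; data normalized to NEM, curves fitted.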
Chronic BCR inh = qHTS Assay to Find Inhibitors of Chronic Active B-Cell Receptor Signaling; 0.05% of 340,000 active; Potency, µM (highest dose often 46.1 µM), without a hit: at the top dose ratio change, negative = lower green/red ratio, most hits filed as inhibitors; ABC-DLBCL IkBa-CBG/CBR reporter, luminescence ratio, 4 h; active means well fitted inhibition curve with a large enough effect in the signal ratio, with a control signal flat, not every such curve was filed as active; inconclusive means small, poorly fitted or top-dose-only effect, or effect the other way, or a change in a side signal; the % refers to the signal ratio;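 further: potency means the concentration at half of the fitted maximal effect; plate controls were basal doxycycline-induced cells for no effect and cells given 10 µM MG132 for full effect; MG132 reads +100%, hits lower the ratio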
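TMD8 human ABC-DLBCL cells with doxycycline-inducible IκBα–green luciferase fusion and unfused red luciferase, in 0.5% FBS medium; compounds up to 46 uM, 4 h at 37C. Green/red luminescence ratio, filter-overlap corrected, fitted to concentration-response curves.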
PKM2 activator = qHTS Assay for Activators of Human Muscle isoform 2 Pyruvate Kinase. Potency, µM (series often up to 57.5 µM), for inactives: at the top dose activation, actives largely listed as activators. Pyruvate kinase PKM (Homo sapiens), P14618. purified PKM2, Kinase-Glo ATP luminescence, activation; response scale: 0% is enzyme alone, no compound. 0.34% of 260,000 active. AID 1631, 2009; further: potency means the concentration at half of the fitted maximal effect; on the % scale 0 is the no-effect control and ±100 the full control effect; nearly all actives have a fitted effect of over 55% in size
Target sequence (P14618 whole entry, looked up, canonical isoform): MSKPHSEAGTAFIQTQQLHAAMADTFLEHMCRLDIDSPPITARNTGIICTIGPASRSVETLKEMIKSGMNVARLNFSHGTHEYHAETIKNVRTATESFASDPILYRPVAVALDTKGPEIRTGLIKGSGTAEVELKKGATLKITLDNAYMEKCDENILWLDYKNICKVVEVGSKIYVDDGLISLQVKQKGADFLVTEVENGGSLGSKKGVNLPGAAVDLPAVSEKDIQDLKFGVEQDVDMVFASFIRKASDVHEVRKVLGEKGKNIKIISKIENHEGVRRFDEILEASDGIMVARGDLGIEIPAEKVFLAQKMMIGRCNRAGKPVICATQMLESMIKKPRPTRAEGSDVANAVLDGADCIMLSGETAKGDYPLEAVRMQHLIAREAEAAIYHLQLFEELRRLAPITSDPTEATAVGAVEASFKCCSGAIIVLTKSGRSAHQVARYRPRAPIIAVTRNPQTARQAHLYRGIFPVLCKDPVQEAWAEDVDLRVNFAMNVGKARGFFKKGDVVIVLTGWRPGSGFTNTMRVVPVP
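Purified hPK-M2 (>95% pure) converted ADP (0.1 mM final) to ATP with 0.5 mM PEP in 50 mM imidazole pH7.2, KCl, MgCl2, Tween 20, BSA; 1 h at room temperature. ATP detected by Kinase-Glo luminescence.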
Mito fusion act = qHTS Assay for Small Molecule Inhibitors of Mitochondrial Division or Activators of Mitochondrial Fusion. 0.23% of 320,000 active. AID 485298, 2010. S. cerevisiae fusion-defective mutant growth rescue, CellTiterGlo 48 h. Potency, µM (top dose mostly 46.1 µM), inactives show at the highest dose growth rescue (activation), most hits filed as activators;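 further: potency means the concentration at half of the fitted maximal effect; % of control where 0% means no effect; nearly all actives have a fitted effect of over 45% in size; temperature-sensitive fusion mutants such as fzo1-1 at 37 °C on non-fermentable ethanol glycerol medium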
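Growth-rescue viability read-out: after 48 h at the non-permissive 37C in glycerol/ethanol YPEG, yeast mitochondrial fusion mutants are measured by CellTiterGlo luminescence; compounds (23 nl pinned per well) restoring growth score as division inhibitors or fusion activators.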
MBNL1 CUG block = qHTS Assay for Inhibitors of MBNL1-poly(CUG) RNA binding; Potency, µM (doses to about 57.5 µM), inactives show at the highest dose activity change, negative = inhibition, most hits filed as inhibitors; 0.036% of 280,000 active; TR-FRET MBNL1-His/biotin-(CUG)12 binding, 665/545 ratio; active means well fitted inhibition curve with a large enough effect in the signal ratio, with a control signal flat, not every such curve was filed as active; inconclusive means small, poorly fitted or top-dose-only effect, or effect the other way, or a change in a side signal; inactive means no such curve, though single readings can be large or run the other way; the % refers to the signal ratio; further: potency means the concentration at half of the fitted maximal effect; on the % scale 0 is the no-effect control and ±100 the full control effect
Target sequence (Q9NR56 whole entry, looked up): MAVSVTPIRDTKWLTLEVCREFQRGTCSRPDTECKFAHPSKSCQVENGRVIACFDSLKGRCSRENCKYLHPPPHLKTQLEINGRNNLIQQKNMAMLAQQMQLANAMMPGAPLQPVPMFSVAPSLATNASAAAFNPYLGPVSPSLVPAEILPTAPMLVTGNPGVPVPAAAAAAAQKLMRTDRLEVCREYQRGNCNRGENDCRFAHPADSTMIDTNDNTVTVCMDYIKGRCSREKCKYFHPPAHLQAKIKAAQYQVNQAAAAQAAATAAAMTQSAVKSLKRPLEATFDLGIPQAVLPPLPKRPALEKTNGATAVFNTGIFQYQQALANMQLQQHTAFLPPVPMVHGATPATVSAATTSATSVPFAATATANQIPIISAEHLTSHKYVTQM
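TR-FRET between His-tagged MBNL1 and biotin-(CUG)12 RNA, detected with Tb anti-His antibody (0.055 ng/ul) and streptavidin-XL665 (5 nM), 60 min at room temperature. Compounds titrated 92 nM to 58 uM; 665/545 nm ratio normalized to buffer and complex controls.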
Menin-MLL TR inh = qHTS Assay for Inhibitors Targeting the Menin-MLL Interaction in MLL Related Leukemias: Competition With Texas Red Labeled MLL-derived Mutant Peptide; O00255; Menin + Texas Red MLL mutant peptide, fluorescence polarization; Potency, µM (top dose mostly 61.6 µM), without a hit: top-dose FP activity change, negative = inhibition, hits mostly inhibitors; 0.23% of 270,000 active; active means well fitted inhibition curve with a large enough effect in the polarisation, with a control signal flat, not every such curve was filed as active; inconclusive means small, poorly fitted or top-dose-only effect, or effect the other way, or a change in a side signal; inactive means no such curve, though single readings can be large or run the other way; the % refers to the polarisation; further: potency means the concentration at half of the fitted maximal effect; % of control where 0% means no effect; many of its hits are not listed in these tables
TSHR antag = Antagonists of the Thyroid Stimulating Hormone Receptor: HTS campaign; Thyrotropin receptor (Homo sapiens), P16473; TSHR-expressing cells, TSH-stimulated cAMP HTRF, 2 h; hits give low values; activity change, negative = inhibition, % at 11.5 µM; 0.2% of 330,000 active;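 active means activity change below a set negative limit, meaning inhibition stronger than a set level, cut at about -70% in these data; inconclusive means activity change between two set negative limits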; further: on the % scale 0 is the no-effect control and ±100 the full control effect
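Antagonism was scored as loss of TSH-driven cAMP in TSHR cells, stimulated with 4nM TSH (EC80) for 2 hours at 37 deg C and detected by homogeneous HTRF competition immunoassay.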
An asterisk follows results filed as active; ? = inconclusive; . = no result given; & = joins results of further samples; [ ] = dose if it differs, or a comment. Unless noted, the call rests on the fitted dose curve; in most records, active means well fitted curve in the direction sought with a large enough effect; inconclusive means small, poorly fitted or top-dose-only effect, or another doubt; inactive means no such curve, though single readings can be large; an effect the other way counts as inactive or inconclusive. A portion of the library; rates above refer to the full screens.

No.	SMILES	Eya2 inh	GALK inhibitor	hERG WT inh	ASM inhibitor	USP2a block	Chronic BCR inh	PKM2 activator	Mito fusion act	MBNL1 CUG block	Menin-MLL TR inh	TSHR antag
1	Cc1c(C(=O)NCCSCc2cccc(C(F)(F)F)c2)cnn1-c1ccc(F)cc1	-7%	-2%	-1	-6%	-6%	-6%	1%	-4%	.	.	-13
2	COc1ccc2cc3cc(C(=O)N4CCCCC4C)oc3nc2c1 (stereo unspecified)	-2%	7%	0	45%[activator]	1%	-17%	.	-9%	?	.	-10
3	COC(=O)C1CCCN1C(=O)COc1ccc(Cl)cc1Br (stereo unspecified)	0%	2%	-6	6%	3%	?	-7%	5%	-15%	0%	2
4	O=C(Nc1ccccc1)NC1CCCCC1	23%	0%	6	3%	2%	?	1%	3%	1%	0%	-5
5	Cc1cccc2cc(COC(=O)c3ccccn3)c(=O)[nH]c12	0%	-8%	-6	1%	-1%	?	1%	1%	-3%	-19%	-3
6	O=C(CSc1nncs1)Nc1ccc2c(c1)OCCO2	-21%	1%	10	4%	-2%	?	-22%	-4%	-26%	0%	39
7	O=C(CSc1nnc(-c2cnccn2)n1Cc1ccco1)c1ccc(Cl)c(Cl)c1	-3%	1%	-187*	-4%	2%	2%	-22%	4%	112%[activator]	12%[11.7 µM]	21
8	O=[N+]([O-])c1ccc2[nH]c3nc4ccccc4nc3c2c1	-6%	3%	13	-5%	-4%	17%	-6%	3%	?	-4%	38
9	O=C(Cn1[nH]c(=O)c2ccccc2c1=O)NC1CCCCCC1	3%	-3%	-4	-2%	2%	16%	0%	2%	4%	.	-5
10	CN1CCN(C(CNS(=O)(=O)c2ccc(F)cc2)c2cccnc2)CC1 (stereo unspecified)	7%	-3%	8	-3%	1%	6%	-6%	2%	-7%	9%	-12
11	COc1ccc(S(=O)(=O)N(CC(=O)NCCC(C)C)c2ccccc2)cc1OC	1%	-1%	-3	0%	3%	-1%	2%	-13%	-2%	0%	-2
12	Cc1ccc(S(=O)(=O)Nc2cccc3cccnc23)cc1	0%	3%	28	4%	0%	?	0%	0%	30%[activator]	5%&13%	-5
13	COc1ccc(F)cc1C(=O)C1CCCN(Cc2cccn2-c2ccccn2)C1 (stereo unspecified)	-4%	-1%	-71*	2%	1%	?	-1%	8%	3%	0%	1
14	CCOC(=O)C1CCN(Cc2cnc(Oc3ccc(N)cc3)s2)CC1	-4%	0%	16	6%	0%	?	-1%	4%	-6%	-17%	-9
15	COc1ccc(NC(=O)CCSc2ccc(C)cc2)cc1	-2%	2%	3	3%	2%	1%	3%	-3%	-9%	3%	13
16	O=C(/C=C\c1ccc(-c2cccc([N+](=O)[O-])c2)o1)N1CCOCC1	0%	-3%	4	-5%	10%	?	9%	12%	?	0%	-2
17	COC(=O)c1oc2ccc(Cl)cc2c1N	-9%	0%	2	13%	3%	6%	1%	4%	?	1%	13
18	CCN(C(=O)c1ccc(S(C)(=O)=O)cc1)C12CC3CC(CC(C3)C1)C2	-7%	0%	-4	2%	1%	0%	-6%	-13%	-4%	-10%	3
19	COCCOc1ccc(C(F)(F)F)cc1NC(=O)CN1C(=O)NC2(CCCc3ccccc32)C1=O (stereo unspecified)	-3%	.	2	-18%	2%	-18%	.	.	.	.	7
20	COc1cccc(CN2CCC(C(=O)N3CCN(c4ccccc4F)CC3)CC2)c1OC	0%	.	5	2%	0%	?	6%	-3%	0%[11.5 µM]	-21%	0
21	O=C(Cc1cn2ccsc2n1)NCc1ccccc1	14%	2%	-1	5%	0%	-1%	4%	-2%	-12%	-10%	-13
22	CC(=O)Nc1ccc(OCC(O)Cn2cncn2)cc1 (stereo unspecified)	11%	0%	6	7%	0%	4%	.	-3%	2%	5%	8
23	O=[N+]([O-])c1cc(C(F)(F)F)ccc1Sc1nccn1Cc1ccccc1	-16%	-1%	0	-2%	-3%	?	-1%	1%	4%	?	-17
24	CC1=CC(C)(C)n2c(O)c(N=N)c3c(C)ccc1c32	-5%	-3%	7	-9%	-7%	?	-1%	1%	?	.	-25
25	COc1ccc(C2C(C(=O)/C=C/c3ccco3)=C(O)C(=O)N2CCN2CCOCC2)cc1 (stereo unspecified)	10%	-2%	1	3%	2%	2%	6%	8%	30%[activator]	1%	1
26	COc1ccc(NC(=O)c2cc(Cl)ccc2Cl)c([N+](=O)[O-])c1	8%	0%	-13	0%	-1%	0%	4%	2%	3%	9%	-8
27	Cc1cccc(C)c1NC(=O)CSc1ncnc2nc[nH]c12	-16%	1%	-6	-1%	1%	0%	0%	-3%	-4%	24%	0
28	Cc1ccc(/C=C/C(=O)NCc2cccs2)o1	0%	14%	-5	-1%	1%	1%	22%	5%	9%	11%	-7
29	COc1cccc(C2CC(c3cccs3)=NN2C(=O)CCC(=O)O)c1OC (stereo unspecified)	-2%	-2%	-5	1%	-1%	12%	5%	2%	?	4%	3
30	CC(C)N(Cc1ccccc1)C(=O)CN1C(=O)NC2(CCOc3ccccc32)C1=O (stereo unspecified)	-3%	.	-3	-2%	2%	-5%	.	.	.	.	13
31	COc1ccc(Cl)cc1NC(=O)Cn1nc(-c2ccc(C)cc2)n(C)c1=S	-1%	1%	8	5%	5%	0%	2%	-4%	47%[activator]	-13%	-7
32	CCOc1ccc(S(=O)(=O)Nc2cccc(C(=O)N(C)Cc3cccc(OC)c3OC)c2)cc1	-3%	-3%	-13	4%	3%	0%	2%	4%	-9%	-12%	-6
33	CC(C)(C)c1ccc(-c2nc(C#N)c(N3CCC(C(N)=O)CC3)o2)cc1	-24%	.	-2	35%[activator]	-12%	-19%	.	27%	3%	15%	-3
34	Cc1csc(NS(=O)(=O)c2cccc([N+](=O)[O-])c2)n1	0%	0%	8	-3%	-1%	12%	-1%	-1%	-29%	-26%	5
35	CCOc1ccc(N2C(=O)CC(N(CCc3ccc(OC)cc3)C(=O)c3cccc(F)c3)C2=O)cc1 (stereo unspecified)	-3%	1%	0	-1%	0%	-3%	3%	8%	-5%	7%	-5
36	O=C(COc1ccccc1Cl)c1ccc[nH]1	-8%	-3%	-6	-1%	2%	1%	2%	3%	7%	13%	2
37	O=C(NC1CCCCC1)c1ccccc1NC(=S)NC(=O)C1CCC1	1%	.	-4	0%	1%	0%	0%	-1%	-4%	-4%	9
38	COc1ccc(N2CCN(C(=O)c3ccc(S(=O)(=O)N4CCCCCC4)cc3)CC2)cc1	2%	.	-5	-2%	0%	5%	.	5%	.	.	-3

Bioassay records (PubChem BioAssay)
